# Screening data as filed in PubChem.
# Tau fluor cs = counter-screen for tau fibril formation inhibitors; tau K18 P301L Alexa594 fluorescence, heparin fibrillization; Potency, µM (series often up to 57.7 µM), for inactives: at the highest dose activity change, negative = decrease; 280,000 tested, 0.93% active; AID 1463; further: on the % scale 0 is the no-effect control and ±100 the full control effect; nearly all actives have a fitted effect of over 55% in size
#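 Human K18 P301L tau (15 uM unlabeled plus 0.24 uM Alexa 594-labeled, final) in 100 mM sodium acetate pH 7 was mixed with compound and 20 uM heparin and incubated 6 hr at 37 C.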
# HttQ103 aggreg = reduces HttQ103-GFP aggregates in PC12 cells | PC12 HttQ103-GFP aggregates, Acumen cytometry, 40 h | Potency, µM (highest dose often 46.1 µM), without a hit: at the top dose activity change, negative = inhibition, hits mostly inhibitors | 220,000 tested, 1.1% active | AID 1688; further: on the % scale 0 is the no-effect control and ±100 the full control effect; nearly all actives have a fitted effect of over 60% in size
#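 PC12 cells with ecdysone-inducible HTT exon1 Q103-GFP, induced by 100 nM tebufenozide, given compounds in a concentration series. GFP aggregates (1–25 um, 6 SD above background) counted in lysates by laser-scanning cytometry, 488 nm excitation.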
# Tau FP inhib = tau fibrillization inhibition (FP). P10636. K18 P301L tau heparin fibrillization, Alexa594 FP, 6 h. Potency, µM (top dose mostly 57.7 µM), without a hit: at the highest dose activity, negative = inhibition, most hits filed as inhibitors. 280,000 tested, 0.39% active; further: on the % scale 0 is the no-effect control and ±100 the full control effect; nearly all actives have a fitted effect of over 55% in size
#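 Quantitative HTS format: compounds meet 15 uM recombinant K18 P301L tau and Alexa 594-tau tracer in 100 mM sodium acetate pH 7; 20 uM heparin triggers fibrillization at 37 C over 6 hr; FP gives the signal.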
# ALDH1A1 inh = blocks purified human ALDH1A1 activity | P00352 | Purified ALDH1A1, NADH fluorescence, propionaldehyde substrate | 220,000 tested, 7.3% active | Potency, µM (titrated, usually from 75.3 µM), for inactives: at the highest dose activity, negative = inhibition, hits mostly inhibitors | AID 1030; active means well fitted inhibition curve with a large enough effect, not every such curve was filed as active; inconclusive means small, poorly fitted or top-dose-only effect, or another doubt; inactive means no such curve, though single readings can be large or run the other way;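 further: plate controls were no enzyme wells and a reference inhibitor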
# Target sequence (P00352 whole entry, looked up): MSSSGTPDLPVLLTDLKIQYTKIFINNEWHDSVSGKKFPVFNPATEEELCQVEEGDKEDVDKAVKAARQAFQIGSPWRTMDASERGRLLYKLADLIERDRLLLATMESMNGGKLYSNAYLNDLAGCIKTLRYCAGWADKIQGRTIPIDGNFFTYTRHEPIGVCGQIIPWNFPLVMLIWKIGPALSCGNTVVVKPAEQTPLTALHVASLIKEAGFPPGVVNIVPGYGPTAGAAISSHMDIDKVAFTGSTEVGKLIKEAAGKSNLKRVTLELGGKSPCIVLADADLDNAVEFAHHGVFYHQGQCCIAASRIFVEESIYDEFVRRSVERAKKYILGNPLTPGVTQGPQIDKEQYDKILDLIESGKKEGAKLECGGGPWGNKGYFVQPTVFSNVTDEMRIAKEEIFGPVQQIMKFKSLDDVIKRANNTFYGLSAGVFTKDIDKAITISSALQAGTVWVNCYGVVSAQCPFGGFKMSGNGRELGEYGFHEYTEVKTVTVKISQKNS
# SMN2 splice enh = enhancers of SMN2 splice variant expression | HEK293 SMN2-luciferase splicing reporter, luminescence, 30-36 h | Potency, µM (doses to about 46.1 µM), for the others: at the top dose activity change, positive = activation, usual class: activators | 210,000 tested, 2.8% active | AID 1458; further: % of control where 0% means no effect; nearly all actives have a fitted effect of over 55% in size
#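 qHTS luciferase splicing reporter: luminescence rises when SMN2 exon 7 is included in transfected HEK293 cells. Compound exposure lasted 30-36 h at 37C, with 4.5 mM final sodium butyrate as control, followed by a ONE-Glo read.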
# HTT cytoprotect = Huntington cell model cytoprotection by ATP luminescence; PC12 HTT-Q103 induced, cytoprotection, ATP luminescence, 40 h; Potency, µM (top dose mostly 56.4 µM), without a hit: cytoprotection (ATP increase), hits mostly activators; 230,000 tested, 0.14% active;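 further: % of control where 0% means no effect; nearly all actives have a fitted effect of over 45% in size; toxic huntingtin expression switched on by the ecdysone agonist tebufenozide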
#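 Readout: ATPlite luminescence (ATP level). Model: stable PC12, inducible Htt exon1 Q103-GFP. Inducer: tebufenozide, 100 nM final. Compounds: dose series. No G418 in medium.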
# Tau ThT inhib = blocks human tau fibril formation measured by thioflavin T. P10636. recombinant tau K18 P301L (four-repeat tau fragment), heparin-induced fibrillization, ThT fluorescence. Potency, µM (titrated, usually from 57.4 µM), for inactives: at the top dose activity, negative = inhibition, hits mostly inhibitors. 270,000 tested, 2.1% active; further: on the % scale 0 is the no-effect control and ±100 the full control effect; nearly all actives have a fitted effect of over 55% in size
#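 K18 P301L tau (15 uM + 0.24 uM Alexa 594-tagged), heparin 20 uM, NaOAc pH 7, 6 h 37 C; ThT 30 uM, 1 h RT, ex 450/em 510 nm.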
# JMJD2E inh = JMJD2E (human) inhibition | B2RXH2 | Potency, µM (titrated, usually from 57.1 µM), for the others: top-dose activity change, negative = inhibition, usual class: inhibitors | JMJD2E catalytic domain, FDH-coupled NADH fluorescence (FDH is formaldehyde dehydrogenase) | 230,000 tested, 1.6% active | AID 2147; active means well fitted inhibition curve with a large enough effect, not every such curve was filed as active; inconclusive means small, poorly fitted or top-dose-only effect, or another doubt; inactive means no such curve, though single readings can be large or run the other way;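 further: 0% = wells with enzyme and -100% = buffer wells without enzyme; nearly all actives have a fitted effect of over 50% in size; many of its hits are not listed in these tables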
# Target sequence (B2RXH2 1-337 limits assumed): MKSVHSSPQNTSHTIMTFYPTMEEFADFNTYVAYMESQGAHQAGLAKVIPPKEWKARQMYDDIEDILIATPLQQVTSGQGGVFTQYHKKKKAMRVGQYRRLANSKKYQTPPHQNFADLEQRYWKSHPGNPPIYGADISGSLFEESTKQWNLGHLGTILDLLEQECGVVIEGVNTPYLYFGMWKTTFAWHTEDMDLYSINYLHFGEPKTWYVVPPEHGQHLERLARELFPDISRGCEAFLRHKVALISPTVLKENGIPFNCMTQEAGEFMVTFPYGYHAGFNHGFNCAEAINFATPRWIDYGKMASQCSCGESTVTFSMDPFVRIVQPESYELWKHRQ
# An asterisk follows results filed as active; u = inconclusive; x = not tested or not shown; [ ] = dose if it differs, or a comment. Unless noted, the call rests on the fitted dose curve; in most records, active means well fitted curve in the direction sought with a large enough effect; inconclusive means small, poorly fitted or top-dose-only effect, or another doubt; inactive means no such curve, though single readings can be large; an effect the other way counts as inactive or inconclusive. Potency means the concentration at half of the fitted maximal effect.
no. | smiles | HttQ103 aggreg | ALDH1A1 inh | Tau fluor cs | Tau FP inhib
1 | Cn1c(C(F)(F)F)nc2c(=O)oc3ccccc3c21 | 4% | 6% | 8% | 6%
2 | CCCCCCCC(=O)NNC(=O)c1c(O)c2ccccc2n(CC)c1=O | 4%[9.22 µM] | -2% | -13% | 2%
3 | CCOC(=O)c1[nH]c(C)c(/C(O)=C2\C(=O)C(=O)N(CCCN3CCOCC3)C2c2cccnc2)c1C (stereo unspecified) | 5% | u | -7% | -8%
4 | COc1ccc(CCNc2ccncn2)cc1 | u | 8% | 1% | 5%
5 | CCS(=O)(=O)N1CCC(C(=O)NC2CCCCCCC2)CC1 | 28% | 1% | -6% | 4%
6 | C=CCn1c(COc2ccccc2)nnc1SCC(=O)N/N=C/c1cc(Cl)ccc1O | 7.9µM* | 1% | -29% | 8%
7 | CN1c2ccccc2-c2nc3ccccc3n2C1c1ccccn1 (stereo unspecified) | 14% | 11% | -11% | 1%
8 | Cc1c(NC(=O)C2CCCN(S(=O)(=O)c3cnc[nH]3)C2)c(=O)n(-c2ccccc2)n1C (stereo unspecified) | 3% | 7% | -4% | -2%
9 | CCOc1ccc(NC(=O)c2cc3sc(Cl)cc3n2CC)cc1 | x | x | -11% | -5%
10 | COc1cc(OC)c(OC)cc1/C=N/NC(=O)c1cnccn1 | -2%[9.22 µM] | 2% | -3% | -4%
11 | CCCC(=O)NC(Nc1ccc(S(=O)(=O)Nc2ncccn2)cc1)(C(=O)OCC)C(F)(F)F (stereo unspecified) | u | -3% | -6% | -2%
12 | Cc1ccc2c(CC(=O)Nc3c(C(=O)c4ccc(F)cc4)oc4ccccc34)coc2c1C | x | x | -20% | -10%

no. | SMN2 splice enh | HTT cytoprotect | JMJD2E inh | Tau ThT inhib
1 | -9% | 4% | -5% | 4%
2 | x | -5%[10 µM] | 1% | -11%
3 | -21% | -36% | -7% | u
4 | -60%[inhibitor] | -11% | 4% | -3%
5 | 9% | -9%[10 µM] | -4% | -10%
6 | 10% | -36% | 28µM* | -6%
7 | x | -25% | 2% | 2%
8 | 4% | -10% | -8% | -1%
9 | -2% | x | x | u
10 | 9% | 27%[10 µM] | -18% | -16%
11 | 10% | -26% | -5% | -17%
12 | 1% | x | x | -17%

# More results follow.
no. | smiles | HttQ103 aggreg | ALDH1A1 inh | Tau fluor cs | Tau FP inhib
13 | Cc1ccc(S(=O)(=O)CC(=O)Nc2ccc(F)c(F)c2F)cc1 | 10%[9.22 µM] | 12% | -12% | 1%
14 | Cc1cc(NC(=O)C2CC(c3c(F)cccc3Cl)=NO2)n(-c2ccccc2)n1 (stereo unspecified) | 13%[9.22 µM] | u | 2% | 0%
15 | CCN(C(=O)CN1CCN(c2ccccc2O)CC1)c1c(N)n(Cc2ccccc2)c(=O)[nH]c1=O | -4% | -15% | -3% | -5%
16 | Cc1ccccc1C(=O)NC1CC2CCC(C1)N2Cc1ccccc1 (stereo unspecified) | 1%[9.22 µM] | 5% | 7% | 1%
17 | NC(=O)C1CCN(C(=O)Cn2cccc2C(=O)c2ccccc2)CC1 | -3% | 10% | -9% | 0%
18 | CCN(CC)CCN=C1CCCc2ccccc2N1 | 2% | 1% | 3% | 4%
19 | COc1ccc(C2C3=C(N=C4SCC(=O)N42)c2ccccc2CC3)cc1 (stereo unspecified) | -25% | u | -13% | 2%
20 | C/C(=N\NC1=NCCN1)c1ccc(Cl)cc1 | -4%[9.22 µM] | x | -6% | -2%
21 | CC(NC(=O)c1ccc(NS(C)(=O)=O)cc1)c1ccccc1 (stereo unspecified) | -12% | -7% | 0% | -2%
22 | Cc1cccc(C)c1NC(=O)CSc1nnc([C@H](C)NC(=O)OC(C)(C)C)o1 | 11% | 9% | -3% | -5%
23 | O=C(NCCc1ccccc1)C1CCC(Cn2c(=O)c3ccccc3n(Cc3cccc(F)c3)c2=O)CC1 (stereo unspecified) | 9% | 4% | 4% | 3%
24 | CC(=O)Nc1ccc(NC(=O)CCc2c(C)nc3c(c(C)nn3-c3ccc(C)cc3)c2C)cc1 | x | x | u | u
25 | CCN1CCN(C(=O)Cn2cnc3sc(C)c(S(=O)(=O)N4CCN(c5ncccn5)CC4)c3c2=O)CC1 | 1% | 11% | -3% | 3%
26 | C/C(NCCCn1ccnc1)=C(\C#N)C(N)=O | 2% | 1% | -5% | -7%

no. | SMN2 splice enh | HTT cytoprotect | JMJD2E inh | Tau ThT inhib
13 | x | 31%[10 µM] | 6% | -11%
14 | 11% | -13% | 2% | 4%
15 | 11% | 0% | 7% | -13%
16 | x | 9%[10 µM] | 13% | 3%
17 | 14% | u | -5% | -7%
18 | -6% | 17% | -2% | -2%
19 | -5% | -23% | u | -15%
20 | x | 6%[10 µM] | -8% | 1%
21 | -6% | -15%[0.074 µM] | 0% | 7%
22 | 9% | -4%[0.074 µM] | 3% | 0%
23 | -4% | -22%[10 µM] | -1% | 6%
24 | 6% | x | x | -12%
25 | 1% | -18% | -2% | -3%
26 | 20% | 13% | 6% | -2%

# Two compounds picked at random from those above:
no. | smiles | HttQ103 aggreg | ALDH1A1 inh | Tau fluor cs | Tau FP inhib
14 | Cc1cc(NC(=O)C2CC(c3c(F)cccc3Cl)=NO2)n(-c2ccccc2)n1 (stereo unspecified) | 13%[9.22 µM] | u | 2% | 0%
2 | CCCCCCCC(=O)NNC(=O)c1c(O)c2ccccc2n(CC)c1=O | 4%[9.22 µM] | -2% | -13% | 2%

no. | SMN2 splice enh | HTT cytoprotect | JMJD2E inh | Tau ThT inhib
14 | 11% | -13% | 2% | 4%
2 | x | -5%[10 µM] | 1% | -11%

# Compounds above that contain a halogen:
no. | smiles | HttQ103 aggreg | ALDH1A1 inh | Tau fluor cs | Tau FP inhib
1 | Cn1c(C(F)(F)F)nc2c(=O)oc3ccccc3c21 | 4% | 6% | 8% | 6%
6 | C=CCn1c(COc2ccccc2)nnc1SCC(=O)N/N=C/c1cc(Cl)ccc1O | 7.9µM* | 1% | -29% | 8%
9 | CCOc1ccc(NC(=O)c2cc3sc(Cl)cc3n2CC)cc1 | x | x | -11% | -5%
11 | CCCC(=O)NC(Nc1ccc(S(=O)(=O)Nc2ncccn2)cc1)(C(=O)OCC)C(F)(F)F (stereo unspecified) | u | -3% | -6% | -2%
12 | Cc1ccc2c(CC(=O)Nc3c(C(=O)c4ccc(F)cc4)oc4ccccc34)coc2c1C | x | x | -20% | -10%
13 | Cc1ccc(S(=O)(=O)CC(=O)Nc2ccc(F)c(F)c2F)cc1 | 10%[9.22 µM] | 12% | -12% | 1%
14 | Cc1cc(NC(=O)C2CC(c3c(F)cccc3Cl)=NO2)n(-c2ccccc2)n1 (stereo unspecified) | 13%[9.22 µM] | u | 2% | 0%
20 | C/C(=N\NC1=NCCN1)c1ccc(Cl)cc1 | -4%[9.22 µM] | x | -6% | -2%
23 | O=C(NCCc1ccccc1)C1CCC(Cn2c(=O)c3ccccc3n(Cc3cccc(F)c3)c2=O)CC1 (stereo unspecified) | 9% | 4% | 4% | 3%

no. | SMN2 splice enh | HTT cytoprotect | JMJD2E inh | Tau ThT inhib
1 | -9% | 4% | -5% | 4%
6 | 10% | -36% | 28µM* | -6%
9 | -2% | x | x | u
11 | 10% | -26% | -5% | -17%
12 | 1% | x | x | -17%
13 | x | 31%[10 µM] | 6% | -11%
14 | 11% | -13% | 2% | 4%
20 | x | 6%[10 µM] | -8% | 1%
23 | -4% | -22%[10 µM] | -1% | 6%

# An excerpt, so the mix of outcomes need not match the whole.
